# MITF inh: MITF inhibitors, primary screen, biochemical, AlphaScreen, human. hit rate 0.91% among 650,000. AlphaScreen MITF homodimerization, bead proximity signal. inhibition, % at 2.6 µM. AID 1259374, 2018; in the data active = inhibition above about 50%;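 note: 0% = vehicle wells with protein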
# Target sequence (O75030 whole entry, looked up): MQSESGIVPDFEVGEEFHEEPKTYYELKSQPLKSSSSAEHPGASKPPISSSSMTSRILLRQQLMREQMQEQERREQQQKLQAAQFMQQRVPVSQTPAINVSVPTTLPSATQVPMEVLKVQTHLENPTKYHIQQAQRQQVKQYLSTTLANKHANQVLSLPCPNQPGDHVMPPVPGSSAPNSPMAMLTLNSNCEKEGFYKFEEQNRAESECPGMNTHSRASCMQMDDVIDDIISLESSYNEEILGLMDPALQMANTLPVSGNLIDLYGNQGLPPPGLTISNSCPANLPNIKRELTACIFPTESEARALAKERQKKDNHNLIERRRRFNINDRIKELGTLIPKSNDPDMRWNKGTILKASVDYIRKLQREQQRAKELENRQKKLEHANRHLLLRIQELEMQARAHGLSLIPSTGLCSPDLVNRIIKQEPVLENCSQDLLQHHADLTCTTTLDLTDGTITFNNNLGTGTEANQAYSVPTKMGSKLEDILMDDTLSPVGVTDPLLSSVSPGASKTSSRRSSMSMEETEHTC
# GPR151 activ: activators of human GPR151, primary screen, cell-based, PathHunter beta-arrestin, luminescence; G-protein coupled receptor 151 (Homo sapiens), Q8TDV0; PathHunter beta-arrestin GPR151 cells; activation, % at 11.2 µM; hit rate 1% among 650,000; AID 1508602, 2020; in the data active = activation above about 4.9%;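 note: 0% = median of compound wells and 100% = cells with positive control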
# Target sequence (Q8TDV0 whole entry, looked up): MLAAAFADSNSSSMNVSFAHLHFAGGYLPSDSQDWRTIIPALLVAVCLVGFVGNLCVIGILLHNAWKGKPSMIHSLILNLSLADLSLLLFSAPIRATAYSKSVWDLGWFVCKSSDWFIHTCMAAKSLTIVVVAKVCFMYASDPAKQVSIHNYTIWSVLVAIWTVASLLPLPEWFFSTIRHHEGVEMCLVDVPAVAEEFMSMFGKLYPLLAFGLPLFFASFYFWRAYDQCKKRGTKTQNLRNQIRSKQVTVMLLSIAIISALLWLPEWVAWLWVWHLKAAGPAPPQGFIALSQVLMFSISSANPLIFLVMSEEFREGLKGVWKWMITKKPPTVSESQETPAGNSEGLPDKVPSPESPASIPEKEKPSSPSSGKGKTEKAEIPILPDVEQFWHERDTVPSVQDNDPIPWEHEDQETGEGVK
# FBW7 activator: FBW7 E3 ligase activators, primary screen, biochemical, AlphaScreen, human; F-box/WD repeat-containing protein 7 (Homo sapiens), Q969H0; hit rate 0.13% among 650,000; AlphaScreen FBW7–phospho-cyclin E peptide binding, activator screen; AID 1259310, 2017; normalized activity (activation), % at 26.1 µM; in the data active = normalized activity above about 1.9%;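 note: purified mutant Fbw7 with reduced substrate affinity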
# TEAD-YAP inh: TEAD-YAP interaction inhibition, primary screen, TEAD-YAP interaction inhibitor project, luminescence, HEK-TIYL cells. inhibition, % at 9.12 µM. TEAD-Gal4/YAP UAS-luciferase luminescence. hit rate 1.4% among 640,000. AID 1259422, 2018; in the data active = inhibition above about 32%;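 note: 0% = median of test compound wells and 100% = reference inhibitor wells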
# Active calls of the source: *; x = not tested or not shown; & = joins results of further samples.
# Value order: TEAD-YAP inh | MITF inh | GPR151 activ | FBW7 activator
C=C(C)Cn1c(C2CC(=O)N(c3ccccc3OC)C2)nc2ccccc21 (stereo unspecified)
  5 | -2 | 1.8 | -0.2
CCC(=O)NC(=S)Nc1ccc(C)c(Cl)c1
  -7 | 10 | -1.4 | 0.2
CC(=O)/C(C=Nc1noc(C)c1Br)=C(/C)O
  -1 | -8 | -0.6 | 0.0
Cc1ccc(Nc2nc(N)nc(CN3CCN(C)CC3)n2)c(C)c1
  -2 | 6 | -0.1 | -0.4
O=C(Nc1c2c(nn1-c1ccc([N+](=O)[O-])cc1)CS(=O)(=O)C2)c1ccc(F)cc1
  -6 | 0 | 0.4 | -0.1
COc1cc(NC(=O)c2c(OC)cccc2OC)ccc1NC(=O)C(C)C
  -2 | 4 | -1.8 | 0.0
Cc1ccc(NC(=O)C2C3C=CC(C3)C2C(=O)Nc2ccc(C)cc2)cc1 (stereo unspecified)
  6 | -2 | 1.0 | 0.0
O=C1NC(=O)N(c2cccc(Br)c2)C(=O)/C1=C/C=C/c1ccccc1
  -11 | 4 | -0.6 | 0.0
c1ccc(-n2nnnc2N2CCCCCC2)cc1
  4 | -7 | -0.5 | 0.2
O=C(NCc1ccco1)c1cc2nc(-c3ccc(Cl)cc3)cc(C(F)(F)F)n2n1
  2 | 3 | 0.9 | -0.1
CC(C)(C)C(=O)CNC(=O)c1ccncc1
  57* | 10 | 0.6 | 0.0
COCCn1cc(C(=O)N2CCN(C)CC2)c2c3ccccc3n(C)c2c1=O
  7 | 6 | 2.6 | 0.0
CCCCCOC(=O)C1=C(C)NC(=O)NC1c1ccc2c(c1)OCO2 (stereo unspecified)
  8 | -6 | 2.9 | -0.2
O=S(=O)(c1ccc(F)cc1)N1CCN(CC(O)COCc2cccs2)CC1 (stereo unspecified)
  -1 | 2 | -0.3 | -0.1
Cc1ccc(C2=Nc3ccccc3SC(c3ccc(Br)cc3)C2)cc1 (stereo unspecified)
  6 | 2 | -0.2 | -0.1
CC1(C)CC(=O)C2=C(C1)OC(N)=C(C#N)C21C(=O)N2CCCc3cccc1c32 (stereo unspecified)
  -4 | -6 | 0.1 | -0.2
Cc1ccc(C(=O)NCc2nc3ccccc3[nH]2)c(N2CCOCC2)n1
  -6 | 11 | -0.1 | 0.1
CCC1=NN2C(=N)/C(=C/c3ccccc3OCCOc3ccc(C)c(C)c3)C(=O)N=C2S1
  -26 | 0 | -1.8 | -0.1
Cc1cc(-c2cn3ccccc3n2)c(C)n1-c1ccccc1
  -6 | 10 | -2.9 | 0.0
Cc1cccc2sc(NC(=O)C3COc4ccccc4O3)nc12 (stereo unspecified)
  -10 | 4 | 1.0 | -0.1
CCCOc1ccc(S(=O)(=O)NCCNS(=O)(=O)c2ccc(OCCC)cc2)cc1
  8 | 26 | -2.2 | 0.0
CCN(CC)c1nc(NCCc2ccc(O)cc2)nc(Nc2ccc(-n3ccnc3)cc2)n1
  5 | -6 | 0.7 | -0.1
CC(=O)c1cccc(NC(=O)c2ccc(S(=O)(=O)N3CC(C)CC(C)C3)cc2)c1 (stereo unspecified)
  0 | -11 | -0.6 | -0.2
CCOC(=O)c1c(C)sc2c1Nc1cc(Cl)ccc1S2
  6 | -4 | 0.5 | -0.1
COc1ccc(C(CC(=O)NC2CCCC2)N2Cc3ccccc3C2=O)cc1 (stereo unspecified)
  0 | -3 | 1.3 | -0.2
CC(C)(O)C#Cc1ccc(C(=O)NCC(c2ccccc2)c2ccccc2)o1
  4 | -3 | -0.8 | 0.1
CC(=O)Nc1ccccc1N/C=C1\C(=O)C(C)(C)Oc2ccc3ccc(=O)oc3c21
  -13 | 1 | 2.9 | 0.2
CC(C)(C)c1csc(N/N=C/c2ccccn2)n1
  -64 | 6 | 1.8 | -0.2
Cc1ccc(-c2nc(N)n(C(=O)c3ccco3)n2)cc1
  -9 | 2 | 1.0 | -0.4
Nc1ncc(-c2cncnc2)nc1-c1ccc(CCC(=O)O)cc1
  -4 | -8 | -0.9 | -0.2
Cc1cc(C)cc(NC(=O)c2ccc(C(=O)Nc3cc(C)cc(C)c3)cc2)c1
  6 | 12 | -2.7 | 0.0
CCOc1ccc(-n2c(-c3ccccc3)nc3c(cnn3-c3ccccc3)c2=O)cc1
  2 | 18 | -1.9 | 0.5
CC(C)C(=O)N1c2ccccc2NC2=C(C(=O)CCC2)C1c1ccccc1 (stereo unspecified)
  -1 | -8 | -0.1 | -0.2
O=C(Cn1nnc(-c2ccccc2)n1)OCc1ccc([N+](=O)[O-])cc1
  5 | -8 | 0.1 | -0.1
O=C(c1ccc2c(c1)C(=O)N(c1ccccn1)C2=O)N1CCc2ccccc2C1
  -5 | -10 | -0.6 | -0.2
Cc1ccc2c(c1)C(c1ccc(F)cc1)N(C(=O)c1ccc(Br)o1)CC(=O)N2 (stereo unspecified)
  7 | -5 | 0.2 | -0.1
COc1ccc(NC(=O)c2ccc(N(C)S(=O)(=O)c3ccccc3)cc2)cc1
  -6 | -1 | 1.4 | -0.1
O=C(COc1ccccc1Cl)NNC(=O)Cc1cccs1
  9 | 7 | 0.3 | 0.0
COc1cccc(CNCCC2CCC(=O)N2CC2CC2)c1 (stereo unspecified)
  -14 | 6 | 0.3 | -0.1
COc1ccc(C(=O)NNC(=O)CSc2ccccc2)cc1
  1 | 5 | -0.1 | 0.1
O=C(COc1cccc(C(F)(F)F)c1)NCc1cccnc1
  17 | 7 | -0.8 | 0.0
Cc1c(C(=O)N2c3ccc(F)cc3CCC2C)sc2ncnc(N3CCN(c4ccccn4)CC3)c12 (stereo unspecified)
  -2 | 20 | 0.9 | 0.6
Cc1ccc(-c2cnc(N3CCN(c4ccccn4)CC3)nc2)cc1
  -9 | 1 | 1.5 | 0.0
Cc1ccccc1NC(=O)CC1SC(=Nc2ccccc2)N(C(C)(C)C)C1=O (stereo unspecified)
  1 | -7 | 0.2 | -0.1
COC(=O)c1cccc(S(=O)(=O)N2CC3(C)CC2CC(C)(C)C3)c1 (stereo unspecified)
  -14 | 6 | 1.8 | -0.2
Nc1nccc(-c2ccc3nc(C4COc5ccc(C(=O)NCCO)cc5C4)[nH]c3c2)n1 (stereo unspecified)
  -6 | 1 | -0.5 | 0.0
CCOC(=O)c1c(N/N=C/c2ccc([N+](=O)[O-])cc2)n[nH]c1C
  -10 | 9 | 0.4 | 0.2
Cc1ccc(C2(C)NC(=O)N(CC(=O)NC(N)=O)C2=O)cc1 (stereo unspecified)
  8 | 4 | 0.2 | 0.1
Cc1sc2ncn(CC(=O)NCC(=O)Nc3cccc(C(F)(F)F)c3)c(=O)c2c1C
  -5 | 3 | 1.7 | 0.1
C=C[C@]1(C)C[C@@H](OC(=O)CSCCN(CC)CC)[C@]2(C)C(C)CC[C@]3(CCC(=O)[C@H]32)[C@@H](C)[C@@H]1O (stereo partly specified)
  6 | 4 | -1.8 | 0.1
CC(C)CN(CC(C)C)C(=S)NC1CCCCC1
  5 | 69* | -0.3 | 0.0
CCn1c(=O)cc(N2CCN(c3ccc(F)cc3)CC2)[nH]c1=O
  -4 | 23 | -1.7 | 0.2
Cc1cc(N)n(-c2ccccc2C(=O)O)n1
  6 | -9 | 0.3 | -0.1
CC/C(C)=C1\SC(N2CCN(c3ccccc3[N+](=O)[O-])CC2)=NC1=O
  -6 | 7 | 0.1 | -0.1
NC(=O)NC(CC(=O)NCc1ccc2c(c1)OCO2)c1ccccc1Cl (stereo unspecified)
  -12 | -1 | -0.3 | -0.1
O=C(N/N=C/c1cccnc1)C12CC3CC(CC(C3)C1)C2
  -10&-11 | -5&0 | 1.2&0.8 | -0.1&-0.1
CCN(Cc1ccccc1)C(=O)c1cccc(C)c1
  4 | -14 | 2.2 | -0.1
O=C1c2ccccc2S(=O)(=O)N1CC(O)COc1ccc2ccccc2c1 (stereo unspecified)
  -6 | -13 | -0.1 | 0.6
CC[C@]1(O)C[C@H]2CN(CCc3c([nH]c4ccccc34)[C@@](C(=O)OC)(c3cc4c(cc3OC)N(C)[C@H]3[C@@](O)(C(=O)OC)[C@H](C(=O)OC)[C@]5(CC)C=CCN6CC[C@]43[C@@H]65)C2)C1
  x | 20 | 0.2 | 0.1
COC(=O)C1=CN(c2ccc(OC)cc2)C=C(C(=O)OC)C1c1cccc2ccccc12
  10 | 2 | 0.3 | 0.1

# One compound at a time (already shown). Order of screens: TEAD-YAP inh | MITF inh | GPR151 activ | FBW7 activator
# Cc1cc(-c2cn3ccccc3n2)c(C)n1-c1ccccc1 is listed as -6 | 10 | -2.9 | 0.0
# CC(=O)/C(C=Nc1noc(C)c1Br)=C(/C)O is listed as -1 | -8 | -0.6 | 0.0
# C=C[C@]1(C)C[C@@H](OC(=O)CSCCN(CC)CC)[C@]2(C)C(C)CC[C@]3(CCC(=O)[C@H]32)[C@@H](C)[C@@H]1O (stereo partly specified) is listed as 6 | 4 | -1.8 | 0.1
# Cc1ccc(C(=O)NCc2nc3ccccc3[nH]2)c(N2CCOCC2)n1 is listed as -6 | 11 | -0.1 | 0.1
# Cc1cccc2sc(NC(=O)C3COc4ccccc4O3)nc12 (stereo unspecified) is listed as -10 | 4 | 1.0 | -0.1

# Remaining list, next part:
# Value order: TEAD-YAP inh | MITF inh | GPR151 activ | FBW7 activator
CCOC(=O)c1ccccc1NC(=O)c1sc2ncn(CC(=O)Nc3cccc(C(F)(F)F)c3)c(=O)c2c1C
  8 | 10 | -0.7 | 0.0
O=C1NC(=O)C(=Cc2cc(Br)c(I)o2)C(=O)N1
  2 | 59* | -1.1 | -0.6
N/C(=N\OC(=O)c1ccco1)c1ccc(Br)cc1
  -47 | 13 | -2.0 | 0.0
CC1(CCc2ccccc2)NC(=O)N(CC(=O)Nc2sc3c(c2C(N)=O)CCC3)C1=O (stereo unspecified)
  -3 | 0 | -0.2 | 0.0
O=C1NC(=O)/C(=C\c2ccc(OCc3ccc(F)cc3)c(Br)c2)N1
  0 | 16 | 0.6 | 0.8
O=C(NCc1ccccc1)c1ccc(Oc2ccccc2)cc1
  -17 | -3 | 0.0 | 0.0
Cc1ccc(C2C3C=CC4(O3)C2C(=O)N(C2CCCCC2)C4C(=O)NC2CCCC2)cc1 (stereo unspecified)
  -3 | -6 | 1.3 | -0.1
COC(=O)c1ccccc1NS(=O)(=O)c1ccc([N+](=O)[O-])cc1
  4 | 7 | 1.1 | -0.2
CC(NC(=O)C1CCOCC1)c1nnc2n1CCN(Cc1cc3ccccc3[nH]1)CC2 (stereo unspecified)
  0 | -3 | -0.1 | -0.1
CN(C(=O)Cc1cccs1)C(C(=O)Nc1ccc2c(c1)OCO2)c1ccccc1 (stereo unspecified)
  -5 | 13 | -1.7 | 0.0
COC(=O)c1c(NC(=O)CCCOc2ccc(C)cc2)sc2c1CCCC2
  8 | 78* | -0.3 | -0.1
Cc1ccc(C)c(-c2csc(Nc3ccc(I)cc3)n2)c1
  -13 | 18 | 1.6 | -0.1
CC1CCc2cc(F)ccc2N1S(=O)(=O)c1ccc(NC(=O)COCC(=O)O)cc1 (stereo unspecified)
  -1 | -9 | 0.5 | 0.0
O=C(Nc1ccc2ccccc2c1)N1CCN(c2ncc(C(F)(F)F)cc2Cl)CC1
  5 | -6 | -1.0 | -0.1
CNC(=S)N1CCC(NC(=O)C(Cc2ccccc2)NC(C)=O)CC1 (stereo unspecified)
  6 | 14 | -1.5 | 0.0
CCOc1ccc(C2C(C(=O)N3CCN(c4ccccc4F)CC3)c3ccccc3C(=O)N2CCN2CCOCC2)cc1 (stereo unspecified)
  12 | -8 | -0.9 | 0.8
C#CCn1c(=NC(=O)CN2C(=O)CCC2=O)sc2cccc(C)c21
  0 | 6 | 4.2 | 0.0
COCCNc1ncnc2sc3c(c12)CC(C)CC3 (stereo unspecified)
  -24 | -13 | 1.8 | -0.1
Cc1cc(C)cc(-n2nnc(C(=O)NCc3ccc4c(c3)OCO4)c2N)c1
  13 | -2 | -1.0 | -0.1
COc1ccc(NCc2nn3cc(-c4ccccc4)c4c3n2CCCC4)c(OC)c1
  -6 | 43 | 0.1 | -0.2
COc1ccccc1C(=O)NCC(=O)N/N=C/c1cc([N+](=O)[O-])cc([N+](=O)[O-])c1O
  -2 | 9 | -0.7 | -0.3
CN1CCN(C(=O)c2ccc(-c3nccc(Nc4ccc(N5CCOCC5)cc4)n3)cc2)CC1
  -14 | -6 | -0.6 | -0.1
Cc1ccc(C)c(OCc2cc(C(=O)N(C)CC(O)CO)no2)c1 (stereo unspecified)
  -8 | -1 | 1.2 | 0.1
CCC(=O)N(c1ccccc1)C1C=CS(=O)(=O)C1 (stereo unspecified)
  7 | 2 | 0.9 | 0.2
COc1ccccc1C1C(C(=O)OC2CCCC2)=C(C)NC2=C1C(=O)CC(C)(C)C2 (stereo unspecified)
  0 | -1 | -0.8 | 0.0
Cc1ccc2[nH]c3nc(SCC#N)nnc3c2c1
  4 | -9 | -1.0 | 0.1
CCN(CC)c1nc(NCCCN2CCCC2=O)nc(Nc2nccc3ccccc23)n1
  3 | 12 | -0.3 | 0.1
CCC(NS(=O)(=O)c1ccc(C)cc1)C(=O)N1CCOCC1 (stereo unspecified)
  -5 | 15 | -0.3 | 0.2
COc1ccccc1-n1c(CNC(=O)c2ccc(S(=O)(=O)N3CCCC3)cc2)n[nH]c1=S
  -8 | 4 | 1.5 | 0.1

# No enrichment for hits; about 3.4% have a hit in one of these screens.
